SKN-1 block: inhibitors of C. elegans SKN-1 | AID 624304 | actives 0.49% (n = 360,000) | inhibition, % at 21.8 µM | C. elegans VP596 Pgst-4::GFP/RFP ratio, acrylamide-induced, 24 h;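 active = interference check ratio from 0.5 to 1.5 plus GFP to RFP signal ratio inhibition reaching or exceeding a fixed threshold, cut at about 30% in these data, passing the limit was not always enough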; note: some compounds called inactive have numbers as strong as hits
MLLE-PAM2 inh: blocks PAM2 peptide binding to the PABP1 MLLE domain; inhibition, % at 20 µM; GST-MLLE / FITC-PAM2 fluorescence polarization; AID 588489; P11940; actives 0.36% (n = 360,000); in the data active = inhibition above about 35%, passing the limit was not always enough;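 note: plate controls were DMSO wells with GST-MLLE for no effect and wells lacking GST-MLLE protein for full effect; some results filed as inactive read as strong as hits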
Rpn11 block: blocks the human proteasome subunit Rpn11. O00487. calls only at 20 µM. human 26S proteasome, Ub4-pepOG fluorescence polarization; 20S core pre-blocked with epoxomicin. actives 0.59% (n = 360,000);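 active = inhibition at 20 µM, scaled to each plate's controls, above about 33%, limit read from the data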
Target sequence (O00487 whole entry, looked up): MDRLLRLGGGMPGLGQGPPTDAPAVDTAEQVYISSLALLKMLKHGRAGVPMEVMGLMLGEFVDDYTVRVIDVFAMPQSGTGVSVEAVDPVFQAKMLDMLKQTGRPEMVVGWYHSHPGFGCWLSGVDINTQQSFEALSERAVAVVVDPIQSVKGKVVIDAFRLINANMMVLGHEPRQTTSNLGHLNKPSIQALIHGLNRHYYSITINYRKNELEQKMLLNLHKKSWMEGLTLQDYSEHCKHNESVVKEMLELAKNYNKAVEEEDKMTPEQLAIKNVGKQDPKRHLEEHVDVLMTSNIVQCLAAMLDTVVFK
CSN inh: inhibitors of human CSN-mediated cullin deneddylation; Q92905; Purified CSN, SCF-Nedd8-OG deneddylation, fluorescence polarization; inhibition, % at 12.5 µM; actives 0.38% (n = 360,000); AID 651999;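 active = pattern-corrected inhibition above about 35%, with an unprinted fluorescence ratio check between 0.5 and 1.5, limit read from the data, passing the limit was not always enough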;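 note: 0% = enzyme with substrate and 100% = substrate without enzyme; some results filed as inactive read as strong as hits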
Target sequence (Q92905 whole entry, looked up, one chain of several): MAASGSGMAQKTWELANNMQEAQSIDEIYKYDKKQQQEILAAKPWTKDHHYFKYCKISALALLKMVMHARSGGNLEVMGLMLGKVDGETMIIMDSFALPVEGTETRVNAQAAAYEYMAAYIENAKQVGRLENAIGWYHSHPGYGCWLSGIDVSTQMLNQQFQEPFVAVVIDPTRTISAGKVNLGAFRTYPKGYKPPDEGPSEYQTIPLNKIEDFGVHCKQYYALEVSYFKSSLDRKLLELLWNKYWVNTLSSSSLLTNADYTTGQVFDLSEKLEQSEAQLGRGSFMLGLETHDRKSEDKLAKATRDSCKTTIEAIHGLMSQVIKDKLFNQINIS
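Assay system: HEK293T-derived human Csn5 enzyme; quantity: 0.24 nM enzyme; medium: Tris/NaCl/DTT buffer, pH 7.5; also added: substrate SCFSkp2-Nedd8OG, 10 nM; doses: 12.5 µM compound; schedule: 90 min reaction at room temperature; signal: FP; read-out: % inhibition of substrate cleavage by Csn5; benchmarks: substrate-only high control, full reaction low control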
MT1-MMP act inh: inhibitors of human MT1-MMP activation. P50281. GFP/RFP ratio change, % at 20 µM. HT1080 RFP-PRO-GFP cells, GFP/RFP ratio fluorescence, overnight; percent of plate control window, DMSO zero. AID 651647. actives 0.061% (n = 360,000);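 active = GFP/RFP ratio change of at least 30% with cell ATP level not reduced by more than half and red fluorescence within 50% of control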; note: strong numbers were not always called active
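Material – HT1080 RFP-PRO-GFP cells · Control set – DMSO wells and RFP-L50D-GFP cells · Incubation – overnight cell settling, then overnight compound exposure, 37 °C, 5% CO2 · Compound dosing – single-point 20 µM compound, 1% DMSO · Read-out – GFP/RFP fluorescence ratio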
FAS TE block: FAS thioesterase (human) inhibition | recombinant FAS-TE, OMFH fluorogenic substrate, fluorescence endpoint | AID 602261 | actives 0.67% (n = 360,000) | inhibition, % at 15 µM;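 active = compounds whose normalised, plate-corrected inhibition of enzyme fluorescence in the single-dose primary screen is 50% or more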;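 note: 0% = DMSO with enzyme and 100% = substrate without enzyme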
Rin1-Abl PPI inh: human Rin1-Abl interaction inhibition | P00519+Q13671 | TR-FRET Rin1/Abl binding, biochemical | inhibition, % at 7.35 µM | actives 0.4% (n = 360,000) | AID 588664; in the data active = inhibition above about 5%, passing the limit was not always enough
Neddylation inh: blocks human cullin neddylation | calls only at 25 µM | actives 0.58% (n = 360,000) | TR-FRET cullin neddylation, biochemical | P61081+Q13564; in the data active = inhibition above about 36%
NadD block: inhibitors of Staphylococcus aureus NadD. purified NadD enzyme, colorimetric absorbance read-out. inhibition, % at 20 µM. AID 602399. actives 0.78% (n = 360,000); in the data active = inhibition above about 26%; note: some compounds past the cut are filed as inactive
* hit, by the source's call; i = inactive; . = no result given. Not a hit list (roughly 3.9% active in at least one column).

SMILES | SKN-1 block | MLLE-PAM2 inh | Rpn11 block | CSN inh | MT1-MMP act inh | FAS TE block | Rin1-Abl PPI inh | Neddylation inh | NadD block
C/C(=N\Nc1ncc(Cl)cc1Cl)c1cccs1 | 10 | 4 | i | 2 | -3 | 12 | -5 | i | -7
COc1ccc(C/C(N)=N/OC(=O)c2ccco2)cc1OC | 5 | 10 | i | -2 | 4 | -5 | 1 | i | -5
CC(=O)c1sc(NC(=O)c2ccccc2F)nc1-c1ccccc1 | 0 | -3 | i | 5 | 1 | 15 | -4 | i | -6
O=C(Nc1ccccc1)N1CCC(C(=O)N2CCCC(C(F)(F)F)C2)CC1 (stereo not given) | 9 | -5 | i | 0 | 0 | -4 | -3 | i | 1
CCOc1ccc(CN(C(=O)c2cccs2)C2CCS(=O)(=O)C2)cc1 (stereo not given) | 2 | -1 | i | 0 | -1 | -2 | -1 | i | -2
CN1OC[C@@H]2CN(C(=S)NCCc3ccccc3)[C@H](c3ccccc3Br)C[C@@H]21 | 11 | -109 | i | -2 | -5 | 12 | 2 | i | 0
COc1cccc(S(=O)(=O)Nc2ccc3c(c2)[C@@H]2C[C@H](CC(=O)NCCc4ccccc4)O[C@H](CO)[C@@H]2O3)c1 | -2 | -3 | i | -4 | -3 | -3 | -4 | i | -1
COc1cccc(-c2c(C(=O)N/N=C/c3ccsc3)nnn2-c2nonc2N)c1 | 11 | 11 | i | 5 | -6 | 2 | 4 | i | -4
CCCN(CCC)CCCNC(=O)c1cn(CC)c2ccc(S(=O)(=O)N3CCc4ccccc4C3)cc2c1=O | 3 | 7 | i | -1 | -4 | 4 | -1 | i | -2
Cc1ccc(S(=O)(=O)N(CC(=O)NCCC2=CCCCC2)Cc2ccccc2F)cc1 | -9 | 2 | i | 6 | -14 | 24 | 0 | i | -5
CCOC(=O)C1CCCN(C(=O)CNC(=O)Cn2ccc3ccccc3c2=O)C1 (stereo not given) | -4 | -4 | i | 1 | 1 | -6 | 6 | i | 4
NC(=O)c1ccsc1NC(=O)COC(=O)c1ccccc1F | -5 | 8 | i | 0 | -3 | -2 | 0 | i | 1
CCOC(=O)N1CCC(NC(=O)C2CCN(Cc3nc(-c4ccc(CC)cc4)oc3C)CC2)CC1 | -10 | 7 | i | -3 | 0 | -5 | 1 | i | 0
CN(C)c1ccc(/C=N/N=C2/SC(CC(=O)O)C(=O)N2c2ccc(O)cc2)cc1 (stereo not given) | 2 | 1 | i | 6 | 2 | -4 | 0 | . | 3
Cc1cc(C)c(NC(=O)C2CC(=O)N(Cc3ccccc3)C2)c(C)c1 (stereo not given) | 0 | 12 | i | -9 | 3 | -2 | 2 | i | -1
COc1cc(O)c(/C=N/NC(=O)c2ccncc2)c(OC)c1[N+](=O)[O-] | 4 | 15 | i | 6 | -1 | 0 | -2 | i | 7
O=c1cc(CSc2n[nH]c(-c3ccncc3)n2)nc2sccn12 | 14 | -3 | i | -2 | 5 | -8 | 2 | i | 15
CC(C)CC(=O)N1CCN(C(=O)CCC2CCCC2)CC1 | 22 | -2 | i | -4 | 0 | -5 | 2 | i | -2
C/C=C\C=C/C(=O)Nc1cccc(C2=NOC3(C2)C[C@@H](C(N)=O)N(C(=O)C2(C)CC2)C3)c1 (stereo not given in full) | 5 | 2 | i | 3 | -4 | -8 | 0 | i | -1
CC1(C)c2ccccc2N2CCC(=O)NC21/C=C/c1ccco1 (stereo not given) | 32 | -75 | . | 24 | -19 | -2 | -5 | i | -1
C/C(=N\NC(=O)CCn1nc(C)cc1C)C(C)(C)C | -3 | 4 | i | 2 | 5 | -9 | -3 | i | 1
COC(=O)C1=CO[C@@H](O)C2C(CO)=CCC12 (stereo not given in full) | -2 | 2 | i | 2 | 56 | -6 | 2 | i | -3
CCC(CC)N1CCN(S(=O)(=O)c2ccc(OC)cc2)CC1 | 2 | -7 | i | 4 | 1 | 6 | 1 | i | -2
O=C(NCc1cccs1)c1cc(-c2ccccc2)on1 | 1 | -1 | i | -2 | 4 | -2 | 1 | i | -2
O=C(O)c1ccc(S(=O)(=O)NC2CC2)cc1 | -1 | -4 | i | -2 | 0 | -4 | 0 | i | -4
O=C(C/C=N\OCc1c(Cl)cccc1Cl)Oc1ccc(Cl)cc1Cl | 16 | -6 | i | 5 | -3 | 5 | 0 | i | 4
Cc1ccccc1NC(=O)c1ccc(C)c(S(=O)(=O)Nc2cccnc2)c1 | 5 | -14 | i | 3 | -2 | -5 | 2 | i | 0
O=C(COC(=O)CNC(=O)c1ccc(Cl)c([N+](=O)[O-])c1)NC(=O)c1ccccc1 | 14 | 21 | i | 1 | -3 | 15 | 0 | i | -3
Cc1[nH]nc2c1C(c1cccc(OC(=O)N3CCOCC3)c1)C(C#N)=C(N)O2 (stereo not given) | 13 | 4 | i | -1 | 0 | -2 | 2 | i | 3
O=C(N/N=C/c1cc(Br)c(Br)o1)c1ccc2c(c1)OCCO2 | 25 | -52 | i | 40* | -1 | 16 | 1 | i | 4
COc1c(C)cccc1C(=O)NC(=S)Nc1cccc2nsnc12 | 8 | 1 | i | 0 | 0 | 9 | 4 | i | -1
CNC(=S)NNC(=O)c1noc(C)c1C(=O)N1CCN(C(c2ccccc2)c2ccccc2)CC1 | -2 | -82 | i | -1 | -1 | -4 | 1 | i | 9
COc1cc(/C=C2/C(=N)N3N=C(CC(=O)N4CCOCC4)SC3=NC2=O)ccc1OCc1ccccc1 | 6 | -5 | i | 4 | -1 | -3 | -3 | i | 21
Cc1cccc(-n2nc3c(c2NC(=O)CCC2CCCCC2)CS(=O)C3)c1C (stereo not given) | -9 | -9 | i | 0 | 0 | -4 | 6 | i | -4
O=C(NCC1CCCO1)c1ccc(N2CCCCC2)c([N+](=O)[O-])c1 (stereo not given) | -9 | 3 | i | 5 | 1 | 1 | -4 | i | -5
C/C(=N\N=C\c1ccccc1F)c1nnn(-c2nonc2N)c1C | 15 | 6 | i | 6 | -2 | -4 | -1 | i | 2
O=C(NCc1cccnc1)c1ccc(COc2ccccc2Br)o1 | 5 | 0 | i | 1 | 0 | -8 | -6 | i | 2
CC(OC(=O)c1ccc2c(=O)n3c(nc2c1)CCC3)C(=O)Nc1ccc(C(N)=O)cc1 (stereo not given) | -6 | -3 | i | 4 | -2 | -5 | 3 | i | 0
COc1ccc(S(=O)(=O)Nc2ccc(Nc3ccccc3)cc2)cc1 | 3 | -9 | i | 0 | 2 | 24 | 0 | i | -13
Nc1ccc(Cl)c(S(=O)(=O)Nc2cccc(Cl)c2)c1 | -1 | -5 | i | 1 | -3 | 3 | 0 | i | 1
O=C(Nc1ccncc1)c1cc(C2CCCCN2C(=O)CCc2ccccc2)on1 (stereo not given) | 17 | 1 | i | -2 | -3 | -3 | -3 | i | 1
Cc1ccc(C(=O)N/C(=C/c2cccs2)C(=O)N2CCCCC2)cc1 | -12 | 3 | i | -4 | 4 | -8 | -1 | i | 0
CN1c2cccc3cccc(c23)N(C)C1(C)C | -2 | 19 | i | -2 | 2 | 1 | -3 | . | 0
COc1ccccc1NC(=O)N1CCN(C(=O)c2ccco2)CC1 | 8 | -4 | i | -2 | 0 | -8 | 3 | i | -1
COc1ccc(-c2cc(C(=O)NCCN3CCOCC3)no2)cc1OC | -11 | -12 | i | 3 | 4 | -7 | 3 | i | 1
COc1ccc(NC(=O)C2C3C=CC(C3)C2C(=O)O)cc1 (stereo not given) | 8 | 12 | i | -1 | 1 | -5 | 2 | i | 1
O=c1c2c(nc3nc(Cc4ccccc4)[nH]n13)CCC2 | -4 | 2 | i | 5 | 0 | -4 | -1 | i | 4
O=C(O)Cc1sc(Nc2cccc3ccccc23)nc1-c1ccc(Cl)cc1 | 5 | -66 | i | 0 | 4 | 6 | 3 | i | 14
CCN(CC)S(=O)(=O)c1ccc(N2CCOCC2)c(NC(=O)C(=O)c2c(-c3ccccc3)cc3ccccn23)c1 | 4 | 17 | i | 0 | 1 | 54* | -1 | i | 14
COc1ccc(CC(C)N2CCN(Cc3ccccc3)CC2)c(OC)c1 (stereo not given) | -9 | 0 | i | 1 | 4 | -7 | -1 | i | -9
